bIAP act: intestinal alkaline phosphatase (bovine) activation. purified bovine IAP, CDP-star luminescence, 30 min; hits give high values; fold of DMSO-control signal, blank-subtracted. activation factor at 20 µM. hit rate 0.17% among 200,000;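 active means activation factor of 2 or more at 20 µM, a signal rise over negative controls twice the positive control's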
RAM network inh: blocks the yeast RAM network. S. cerevisiae dse1pr::URA3 reporter, 5-FOA growth OD615, 2 d; analog-sensitive cbk1-as2 kinase mutant strain. inhibition, % at 50 µM. hit rate 1.8% among 190,000. AID 868;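 active means inhibition above a set limit, 3 SD over mean compound inhibition, cut at about 8.4% in these data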;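 further: 0% = DMSO-only wells with no growth and 100% = 10 µM 1-NA-PP1 full growth; inhibition rescues growth on 5-FOA so higher OD means more RAM inhibition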
FLuc inhib CS: Photinus pyralis luciferase inhibition counter-screen. P08659. ATPLite firefly luciferase biochemical luminescence, 10 min. inhibition, % at 10 µM. hit rate 1.5% among 200,000. AID 1006;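 active means inhibition above about 50% when tested at 10 µM, limit read from the data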
Target sequence (P08659 whole entry, looked up): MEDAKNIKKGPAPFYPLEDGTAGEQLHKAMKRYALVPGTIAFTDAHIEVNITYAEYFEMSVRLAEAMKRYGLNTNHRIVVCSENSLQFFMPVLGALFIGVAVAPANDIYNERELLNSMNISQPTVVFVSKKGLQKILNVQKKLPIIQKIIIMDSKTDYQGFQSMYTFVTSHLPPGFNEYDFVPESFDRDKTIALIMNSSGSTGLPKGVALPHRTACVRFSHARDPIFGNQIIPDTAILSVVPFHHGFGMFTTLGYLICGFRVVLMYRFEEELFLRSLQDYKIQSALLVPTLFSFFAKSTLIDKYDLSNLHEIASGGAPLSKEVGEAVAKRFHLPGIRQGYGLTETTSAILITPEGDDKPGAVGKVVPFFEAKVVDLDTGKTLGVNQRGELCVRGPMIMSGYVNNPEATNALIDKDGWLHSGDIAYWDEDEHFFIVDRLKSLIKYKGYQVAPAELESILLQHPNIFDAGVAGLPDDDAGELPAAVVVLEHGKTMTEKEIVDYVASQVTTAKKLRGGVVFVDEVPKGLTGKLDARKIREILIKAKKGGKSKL
L major viab: Leishmania major promastigote growth inhibition; inhibition, % at 10 µM; Leishmania major promastigotes, resazurin fluorescence viability; hit rate 9% among 200,000; in the data active means inhibition above about 50%;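 further: promastigotes grown with compound for 44 hours at 28 °C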
FLuc stim CS: affects firefly luciferase, flagging false hits in luciferase stimulation screens; P08659; ATPlite luciferase biochemical, luminescence, 10 min; 0 = ATP-free wells, 1 = DMSO control; activation factor at 10 µM; 200,000 tested, under 10 active; AID 1027;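 active means luciferase activation factor, scaled between plate controls, of at least 2 with compound at 10 µM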
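Assay system: Luciferase/luciferin detection reagent, cell-free biochemical luciferase assay / Also added: ATP substrate / Schedule: 10 min at ambient temperature / Measured by: luminescence measurement of luciferase light output / Benchmarks: low control with PBS replacing ATP, high control enzyme plus ATP without compound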
TNAP inh hi DEA: TNAP (human) inhibition, high acceptor | purified TNAP, CDP-star luminescence, 1 M DEA | inhibition, % at 20 µM | hit rate 0.03% among 200,000;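 active means over 50% inhibition of tissue-nonspecific alkaline phosphatase at 20 µM in the single-dose screen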;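 further: plate controls were DMSO wells for no effect and EDTA-quenched wells as full inhibition for full effect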
Target sequence (P05186 whole entry, looked up): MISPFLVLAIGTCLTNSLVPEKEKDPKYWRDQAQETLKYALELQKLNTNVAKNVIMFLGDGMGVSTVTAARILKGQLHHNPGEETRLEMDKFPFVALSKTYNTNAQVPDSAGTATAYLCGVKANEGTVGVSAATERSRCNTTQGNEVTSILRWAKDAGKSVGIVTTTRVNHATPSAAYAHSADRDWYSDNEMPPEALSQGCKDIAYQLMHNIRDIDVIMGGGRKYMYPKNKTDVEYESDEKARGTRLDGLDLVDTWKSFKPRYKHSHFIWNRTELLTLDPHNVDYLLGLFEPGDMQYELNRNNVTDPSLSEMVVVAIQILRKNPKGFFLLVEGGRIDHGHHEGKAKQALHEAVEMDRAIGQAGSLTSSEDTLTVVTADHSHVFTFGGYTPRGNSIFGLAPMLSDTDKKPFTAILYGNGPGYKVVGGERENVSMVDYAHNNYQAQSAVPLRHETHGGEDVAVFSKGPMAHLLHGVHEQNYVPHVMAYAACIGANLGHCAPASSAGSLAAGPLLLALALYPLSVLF
TNAP inh no acc: inhibitors of human TNAP without phosphate acceptor. P05186. purified TNAP, CDP-star luminescence, 30 min. inhibition, % at 20 µM. hit rate 0.26% among 200,000;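 active means tissue-nonspecific alkaline phosphatase inhibition above about 50% at 20 µM in the single-dose screen, limit read from the data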;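 further: 0% = DMSO negative control and 100% = EDTA positive control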
bIAP inhibitor: blocks bovine intestinal alkaline phosphatase activity. inhibition, % at 20 µM. 190,000 tested, under 10 active. purified bovine IAP, CDP-star luminescence, 30 min;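 active means over 50% inhibition of intestinal alkaline phosphatase at 20 µM in the single-dose screen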
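System: purified bovine intestinal alkaline phosphatase (IAP) enzyme; Input: IAP diluted 1/65,000,000 in the well; Measured by: CDP-star luminescence signal; Compound dosing: 20 µM single dose; Incubation: 30 min reaction at room temperature.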
APP 5UTR inh: APP translation inhibition; SH-SY5Y APP 5'UTR-luciferase reporter, luminescence; AID 1285; hit rate 0.82% among 190,000; inhibition, % at 2 µM;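 active means inhibition above a set limit, derived from the sample mean plus 3 SD, cut at about 45% in these data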; further: values of inactives mirror those of a sister screen read the other way
TNAP act hi DEA: activators of human TNAP at high phosphate acceptor concentration; P05186; activation factor at 20 µM; 200,000 tested, under 10 active; purified TNAP, CDP-star luminescence, 1 M DEA, 30 min; hits give high values; 0 = EDTA background, 1 = DMSO-only activity; AID 1136;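 active means activation factor at least 2 at 20 µM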
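Assay system: human TNAP; Input: enzyme diluted 1/800 final; Reagent: CDP-star luminogenic substrate at 100 µM final; Timing: 30 min, room temperature; Signal: luminescence; Evaluation: TNAP activation factor scaled between EDTA and DMSO control wells.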
Starred values were filed as active, the others as inactive; nt = not tested or not shown.

smiles,bIAP act,RAM network inh,FLuc inhib CS,L major viab,FLuc stim CS,TNAP inh hi DEA,TNAP inh no acc,bIAP inhibitor,APP 5UTR inh,TNAP act hi DEA
Cc1ccc(OS(=O)(=O)c2ccccc2)c(/C=N/N=C2\NC(=O)C(C)S2)c1 (stereo not given),0.9,0.6,-7.0,-3.6,1.1,-4.0,-9.9,13.0,-15.3,1
CC(=O)Nc1nnc(SCC(=O)c2ccc(F)cc2)s1,1,2.4,-2.7,-5.2,1,-3.2,-3.7,-2.7,-4.0,1
Cc1nc2sc3c(c2c(=O)[nH]1)CCC3,1,1.1,-3.5,-0.8,1,-5.4,-9.0,0.1,9.8,1.1
Cc1cc(C)c2[nH]c(=O)c(=O)[nH]c2c1,0.9,0.6,4.0,-6.1,1,6.7,0.6,6.8,-19.0,0.9
c1cc2c(cc1C1=Nn3c(nnc3C3CCCCC3)SC1)OCO2,0.9,1.7,-5.0,15.4,1.1,-2.8,-8.7,10.4,9.4,1
O=C(Cn1cc(C(=O)C(F)(F)F)c2cc(Br)ccc21)N1CCOCC1,1,2.8,-9.4,2.5,1.1,-2.1,-8.6,3.5,-19.4,1
Cc1ccc(NC(=O)c2cccs2)cc1,0.9,-0.5,32.0,5.5,0.7,-0.3,-14.0,6.8,-75.0,1
O=C(O)c1ccccc1SCc1ccc2c(c1)OCO2,1.1,3.0,0.6,-3.4,1,-5.5,-10.9,-5.3,-2.8,1.1
CC(=O)NNc1cc(=O)c2c(=O)n(C)c(=O)n(C)c2[nH]1,0.9,0.7,-9.7,-7.3,1.1,-3.9,0.5,8.9,-10.5,1
COc1ccc(OC)c(-c2cc(C(=O)Nc3cc(C)n(Cc4ccc(Cl)cc4)n3)no2)c1,0.9,6.9,-5.2,21.9,1.1,-3.1,-15.2,14.8,-8.9,1
CCn1c(=N)n(CC(=O)C23CC4CC(CC(C4)C2)C3)c2ccccc21,1.1,-0.3,-4.4,62.1*,1,-4.3,-13.4,-11.0,-3.0,1
CC1(C(=O)O)Cc2ccccc2C(=O)O1 (stereo not given),1,1.5,-4.1,-3.1,1,-4.0,-16.0,-1.7,-2.8,1
CCOC(=O)c1c(-c2ccc(F)cc2)cn2ccccc12,1,0.9,-5.6,-2.1,1.1,-4.4,-12.8,3.3,12.4,1
O=C(Nc1cnccn1)c1cccnc1,0.9,1.9,-3.6,-4.8,1,-4.3,-13.5,11.5,12.2,1
N#CC1=C(N)Oc2n[nH]c(-c3cccs3)c2C1c1ccccc1C(=O)O (stereo not given),1,-0.4,-6.9,-2.3,1.1,-5.1,-11.5,1.7,36.0,1.1
O=C(COc1ccc(F)c(Cl)c1)c1ccc[nH]1,0.7,-0.5,-0.6,3.4,1,-2.6,-10.3,31.8,-30.8,1
O=c1cc(O)c2ccccc2[nH]1,1.1,0.4,-2.9,-3.0,1,-2.3,-10.9,-8.4,-9.8,1
CC(NC(=O)c1cccc(C(F)(F)F)c1)C(c1ccccc1)N1CCOCC1 (stereo not given),1.1,0.5,-2.5,-4.4,1,-2.0,-5.7,-9.6,-21.4,1
COc1ccc(/C=C/C(=O)C23CC4CC(CC(C4)C2)C3)cc1CN1CCOCC1,1.3,1.1,0.3,66.3*,1,1.3,-1.6,-30.9,-12.4,1
CC(=O)n1cc([C@@H]2C=C(C(=O)O)O[C@H](OCc3ccc(CO)cc3)C2)c2ccccc21,1.1,1.0,-4.6,6.0,1,-4.5,-7.8,-8.3,-18.1,1
O=C(Nc1ccccn1)N1CCOCC1,1,-1.2,-2.9,-0.1,1,-0.9,-11.5,0.3,-1.2,1
O=C(COc1ccccc1O)N1CCN(C(=O)c2ccco2)CC1,0.9,0.9,-10.5,-4.3,1.1,-2.1,-8.4,5.9,-1.3,1
O=C(c1ccco1)N1CCC(c2ccccc2)C1 (stereo not given),0.8,0.7,-1.8,-5.7,1,-3.1,17.0,22.3,-16.4,1
CCCN(CCO)CCCc1ccccc1,1,0.5,1.4,-2.0,1,2.1,-8.4,3.7,14.5,1
N#CCCNc1ccc(OCCC#N)cc1,1,0.8,-4.4,2.4,1,-6.5,-15.4,2.8,0.6,1.1
COC(=O)c1sccc1N/N=C/c1cccc(OC)c1O,0.8,7.0,36.7,-7.5,0.6,-3.0,-8.0,17.5,-180.0,1
O=C1SCCC1NS(=O)(=O)c1ccccc1[N+](=O)[O-] (stereo not given),0.9,-0.1,-4.0,31.4,1,-3.7,-27.4,13.6,9.6,1
CN(C)c1ccc(C(=O)Nc2ccc(S(=O)(=O)NC3=NCCCCC3)cc2)cc1,0.8,nt,1.6,0.6,1,-8.0,-12.8,15.9,11.9,1.1
CCCOc1ccc(CCc2n[nH]c(=S)n2Cc2ccccc2)cc1,0.9,2.9,-6.3,8.9,1.1,2.1,36.3,8.9,-25.1,1
COC(=O)c1c(C)nn(-c2ccccc2)c1-n1cccc1,0.8,2.7,-6.3,1.7,1.1,-3.1,-12.3,15.0,-0.5,1
C(=C\c1ccco1)/C=N/n1cnnc1,1,1.1,3.3,-4.8,1,-0.2,-5.3,-2.5,-7.5,1
Brc1ccc(C2=CC(c3ccco3)n3ncnc3N2)cc1 (stereo not given),1,0.2,-2.0,-2.4,1,0.5,-16.0,4.1,nt,1
COc1cc(Cc2nc3ccc(S(=O)(=O)N4CCOCC4)cc3[nH]2)cc(OC)c1OC,1.1,-1.1,-4.6,-1.4,1,-5.3,-6.3,-14.7,-13.4,1.1
Cn1cccc1Cc1nnc(SCC(=O)N2CCc3ccccc32)n1CCc1ccccc1,1.1,3.7,-8.0,32.3,1.1,-3.1,-2.4,-5.0,10.5,1
CCOC(=O)c1[nH]c2ccc(OCC)cc2c1CCCN1C(=O)c2ccccc2C1=O,1,5.5,-8.6,-7.6,1.1,-3.7,0.8,-1.6,-6.4,1
CCn1ncc(C2=NOC(C(=O)Nc3ccccc3C(=O)OC)C2)c1C (stereo not given),1,7.0,-0.1,-5.2,1,-5.9,-8.0,-3.5,10.1,1.1
COc1ccc(OC)c(Nc2nc(=O)c3cccnc3s2)c1,1.2,2.4,9.9,-0.4,0.9,5.7,2.3,-18.7,1.9,0.9
O=[N+]([O-])c1cccc(Cl)c1CSc1ccccn1,0.9,1.9,-6.6,10.4,1.1,-1.8,-3.6,9.3,10.1,1
O=C1CN(C(=O)COC(=O)COc2ccc3c(c2)CCC3)c2ccccc2N1,1,4.3,1.0,-6.0,1,-3.1,-4.5,2.5,-11.9,1
CC(C)c1ccc(OCc2ccc(C(=O)N3CCN(c4ccccn4)CC3)cc2)cc1,1.1,-0.4,-7.6,-1.7,1.1,-8.4,-17.2,-5.0,-26.0,1.1
CC(C)CC(NS(=O)(=O)c1cccc(C(=O)O)c1)C(=O)O (stereo not given),1.2,0.1,-0.8,-8.1,1,-3.7,-2.7,-17.3,-9.7,1
CCOC(=O)C1(C)NC(c2ccccc2F)C2C(=O)N(CC)C(=O)C21 (stereo not given),1,0.8,-6.6,-5.3,1.1,-7.8,-12.3,-2.9,-23.1,1.1
CCCOc1ccc(Cc2c(COCC)[nH]c(=S)[nH]c2=O)cc1,0.8,0.5,-4.4,0.9,1,-4.9,-7.6,20.3,0.7,1
Nc1nc(CSc2nc3ccccc3s2)nc(N2CCCCC2)n1,0.9,-0.3,-3.5,9.5,1,-3.1,-6.5,5.4,-3.1,1
C=CCn1c(SCC(=O)NC(C)(C)C)nnc1-c1ccccc1O,0.9,0.3,-3.2,-2.0,1,-1.6,-6.5,9.3,-0.9,1

Given with values under each structure: part of the list above
Order of values – bIAP act	RAM network inh	FLuc inhib CS	L major viab	FLuc stim CS	TNAP inh hi DEA	TNAP inh no acc	bIAP inhibitor	APP 5UTR inh	TNAP act hi DEA
> CCCOc1ccc(Cc2c(COCC)[nH]c(=S)[nH]c2=O)cc1
    0.8	0.5	-4.4	0.9	1	-4.9	-7.6	20.3	0.7	1
> N#CCCNc1ccc(OCCC#N)cc1
    1	0.8	-4.4	2.4	1	-6.5	-15.4	2.8	0.6	1.1

Next records
smiles,bIAP act,RAM network inh,FLuc inhib CS,L major viab,FLuc stim CS,TNAP inh hi DEA,TNAP inh no acc,bIAP inhibitor,APP 5UTR inh,TNAP act hi DEA
CCn1c(CSCc2ccc(C)cc2)nnc1SCC(=O)NCc1ccccc1,1.1,1.3,-7.0,-3.9,1.1,-3.9,-6.2,-6.5,-12.5,1
O=C(NC1CCCc2ccccc21)c1cccnc1 (stereo not given),1,1.4,-3.6,-7.4,1,-5.2,-9.6,-1.5,5.9,1.1
C#CCOCCOCCOCCNc1nc(N2CCN(C(=O)Cn3cc(CC(C)O)nn3)CC2)nc(N2CCN(C(=O)[C@H]([C@@H](C)CC)n3cc(CCCN=C(N)N)nn3)CC2)n1 (stereo not given in full),0.8,0.9,-3.5,-4.4,1,1.9,-11.9,17.0,-1.2,1
O=C(Cn1c(=O)sc2ccccc21)Nc1nc2c(s1)CCCC2,1,4.8,0.1,-2.3,1,-4.8,-5.8,2.8,-9.8,1
CCN(CC)c1ncnc2sc3c(c12)CCC3,0.8,2.1,-2.5,-4.4,1,0.7,-14.8,15.1,-9.7,1
O=C(Nc1cccc(C(=O)N2CCN(c3ccc(F)cc3)CC2)c1)c1ccccc1,1,-0.1,-4.9,7.6,1,-7.8,-8.9,-1.9,13.0,1.1
O=C(NCc1ccco1)c1nc2ncccn2n1,1,1.9,-6.1,-3.5,1.1,-2.6,-9.8,4.8,-6.9,1
O=C(Oc1ccc2c3c(c(=O)oc2c1)CCC3)c1ccccc1[N+](=O)[O-],0.9,1.8,-0.4,0.3,1,1.0,-11.6,12.7,5.2,1
CCC(C)NC(=O)CNC(=S)N(Cc1ccc(F)cc1)C1CCCCC1 (stereo not given),1.1,0.8,-2.7,6.2,1,-3.5,1.2,-6.0,-13.6,1
CC1CCCC(C)N1CC(C)(C)NS(=O)(=O)c1ccc(Cl)cc1 (stereo not given),0.4,0.9,-6.5,88.2*,1.1,-3.4,-3.4,nt,3.8,1
N#CCOc1ccc2oc(-c3ccco3)cc(=O)c2c1,0.9,2.1,3.3,-8.2,1,5.9,-8.7,5.7,-19.8,0.9
COc1ccc(CCn2nnc(-c3ccc(NC(C)=O)c(Cl)c3)n2)cc1,1,1.7,-1.6,-5.8,1,3.5,-1.7,3.3,-4.4,1
CC(=O)c1c(N2CCN(C(=O)c3ccco3)CC2)nc(=S)n(-c2ccccc2)c1C,0.9,0.4,-2.1,-1.2,1,-4.4,-8.8,7.8,-1.5,1
Cc1ccc2c(C(=O)CN3CCSCC3)c(C)[nH]c2c1,0.9,-0.9,-3.6,4.4,1,-4.0,-12.3,9.1,-9.7,1
Cc1cc(N2C(=O)C(O)=C(C(=O)c3ccco3)C2c2ccc(O)cc2)no1 (stereo not given),1,0.8,-1.4,-6.8,1,-1.3,1.1,0.3,-15.7,1

Source: PubChem BioAssay
